# Screening results as filed in PubChem BioAssay.
# RPL19A-GFP yeast = RPL19A-GFP expression modulators in yeast, primary screen, cell-based, S. cerevisiae, multiplex flow cytometry, MLPCN; S. cerevisiae RPL19A-GFP strain, 3 h; stronger effect = lower value; percent response vs DMSO, % at 10 µM; hit rate 0.3% among 330,000; AID 2025, 2009;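 active means percent response vs DMSO below 50%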;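 further: median channel GFP fluorescence of the barcoded RPL19A-GFP strain; ratio of sample median GFP to plate DMSO average so 100% = DMSO; lower means less RPL19A-GFP as with rapamycin TOR inhibition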
# CIT2-GFP yeast = modulators of CIT2-GFP expression in yeast, primary screen, S. cerevisiae, GFP fusion, multiplex flow cytometry, MLPCN library. S. cerevisiae CIT2-GFP strain, 3 h; 100 means same as DMSO wells. GFP response vs DMSO, % at 10 µM. hit rate 0.065% among 320,000;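 active means GFP response relative to DMSO above a set limit, near the screen mean plus 3 SD, cut at about 150% in these data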;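 further: ratio of well median GFP fluorescence to mean of DMSO wells on the plate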
# LAP4 TOR yeast = modulators of LAP4-GFP expression in yeast, primary screen, S. cerevisiae, multiplex flow cytometry, MLPCN library; 3 h; median GFP as percent of DMSO wells; GFP response vs DMSO, % at 10 µM; hit rate 0.34% among 320,000; AID 2023, 2009;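 active means GFP response vs DMSO above a set limit, about the screen mean plus 3 SD, cut at about 150% in these data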
# AHR act = AHR activators, primary screen, cell-based, luminescence, luciferase reporter, human. Aryl hydrocarbon receptor (Homo sapiens), P35869. AHR-responsive luciferase reporter cells. activation, % at 5 µM. hit rate 2.5% among 320,000; in the data active means activation above about 47%;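 further: 0% = vehicle wells and 100% = reference agonist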
# MEP2 TOR yeast = modulators of MEP2-GFP levels in yeast, primary screen, S. cerevisiae, multiplex flow cytometry, MLPCN library; AID 2016, 2009; hit rate 0.51% among 330,000; S. cerevisiae MEP2-GFP strain, 3 h; 100% = DMSO control level; GFP response vs DMSO, % at 10 µM;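 active means GFP response versus DMSO above a set limit, roughly screen mean plus 3 SD, cut at about 180% in these data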;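 further: median GFP fluorescence of the barcode-gated MEP2-GFP cells per well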
# AGP1-GFP MLPCN = modulators of AGP1-GFP expression in yeast TOR pathway, primary screen, cell-based, multiplex flow cytometry, S. cerevisiae, MLPCN library | 3 h; GFP as percent of DMSO wells | GFP response vs DMSO, % at 10 µM | hit rate 0.02% among 320,000;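 active means GFP response relative to DMSO above a set limit, near screen average plus 3 SD, cut at about 150% in these data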;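 further: median GFP channel fluorescence of the gated AGP1 strain per well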
# proCasp3 act = activators of human procaspase-3 D3A mutant, primary screen, biochemical, absorbance, PC-3 D3A mutant, single concentration | recombinant procaspase-3 D3A, Ac-DEVD-pNA absorbance 405 nm | activation, % at 8.5 µM | hit rate 0.11% among 330,000 | AID 463141, 2010;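 active means activation above the mean of all tested compounds plus 3 SD, cut at about 21% in these data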;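 further: 0% = DMSO alone and 100% = DMSO wells spiked with extra 5 µM PC-3 D3A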
# Target sequence (P42574 whole entry D9A/D28A/D175A): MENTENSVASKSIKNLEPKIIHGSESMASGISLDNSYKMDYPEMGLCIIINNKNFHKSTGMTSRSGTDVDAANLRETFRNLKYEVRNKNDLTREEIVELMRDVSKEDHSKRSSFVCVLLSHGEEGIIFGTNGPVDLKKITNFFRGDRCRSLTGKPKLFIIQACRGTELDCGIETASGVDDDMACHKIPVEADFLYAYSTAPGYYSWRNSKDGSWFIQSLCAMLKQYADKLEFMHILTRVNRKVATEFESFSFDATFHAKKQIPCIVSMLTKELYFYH
#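 System: Procaspase-3 D3A mutant. Medium: Zinc-free 300 mM NaCl, 50 mM HEPES, 0.01% Triton X-100. Schedule: 1 h preincubation plus 2 h reaction at 25 °C. Measured by: 405 nm absorbance of p-nitroaniline, reads at 0 and 120 min. Read-out: percent activation relative to control range.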
# proCasp7 act = procaspase-7 activators, primary screen, counter-screen for procaspase-3 activator project, biochemical, absorbance, HTS, human | Caspase-7 (Homo sapiens), P55210 | recombinant procaspase-7, Ac-DEVD-pNA absorbance 405 nm; D23A/D198A/D206A triple mutant, cannot self-cleave; scale: DMSO 0, 5 µM enzyme 100 | activation, % at 8.5 µM | hit rate 0.093% among 330,000;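 active means percent activation above the screen-wide mean plus 3 SD, cut at about 25% in these data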
# Target sequence (P55210 whole entry D23A/D198A/D206A): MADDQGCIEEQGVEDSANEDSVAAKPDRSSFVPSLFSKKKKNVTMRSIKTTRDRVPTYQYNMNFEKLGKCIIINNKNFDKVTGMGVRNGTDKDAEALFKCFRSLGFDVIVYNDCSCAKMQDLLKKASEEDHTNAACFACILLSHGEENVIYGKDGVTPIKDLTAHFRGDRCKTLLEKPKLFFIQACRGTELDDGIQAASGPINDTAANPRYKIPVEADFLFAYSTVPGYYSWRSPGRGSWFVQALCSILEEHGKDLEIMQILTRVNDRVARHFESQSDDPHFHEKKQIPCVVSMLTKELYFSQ
#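 Assay system: Uncleavable procaspase-7 mutant enzyme; Input: 2 µM procaspase-7 mutant as dispensed; Also added: DEVD-pNA substrate; Medium: Zinc-free HEPES pH 7.4 with 300 mM NaCl, 0.01% Triton X-100; Timing: 1 h compound preincubation, 2 h substrate cleavage, 25 °C; Measured by: Epi-absorbance of released pNA at 405 nm, two timepoints.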
# * marks the source's active call; other numbers are inactive results; x = no result given. Rows are unselected. About 3.5% of those tested had a hit in this group.
SMILES,RPL19A-GFP yeast,CIT2-GFP yeast,LAP4 TOR yeast,AHR act,MEP2 TOR yeast,AGP1-GFP MLPCN,proCasp3 act,proCasp7 act
Cc1nc([N+](=O)[O-])cn1Cc1cccc2ccccc12,98,96,90,-3,102,94,5,1
CCOc1ccc(NC(=O)CN(Cc2ccccc2)S(C)(=O)=O)cc1,101,105,99,11,105,106,3,6
CCOC(=O)C1(CC2CC2)CCN(Cc2ccc(O)c(Cl)c2)CC1,96,100,96,2,104,99,-3,2
O=C(NC1CCN(S(=O)(=O)c2ccccc2)CC1)c1ccc(F)cc1,99,100,100,-3,97,97,2,3
O=c1oc2ccccc2c(Nc2ccccc2O)c1[N+](=O)[O-],99,99,95,11,100,98,4,-3
COC(=O)C1(CC2CC(c3ccccc3)=NO2)CCN(C(=O)OC(C)(C)C)CC1 (configuration not stated),94,71,130,7,92,76,-3,9
Cc1cc(C(=O)N/N=C/c2cccnc2)c(C)o1,97,106,98,19,102,99,0,5
CC1(C)NC(=O)N(c2ccc([N+](=O)[O-])c(C(F)(F)F)c2)C1=O,106,96,108,-1,111,100,12,8
CCC(C)(CC(=O)N(C)CCC#N)c1ccccc1 (configuration not stated),102,95,96,0,98,98,3,1
COc1ccc(CCNS(=O)(=O)CCNC(=O)c2ccccc2)cc1,91,90,97,-3,99,99,-12,5

# 3 structures out of the list, arranged by count of non-hydrogen atoms, low to high.
SMILES,RPL19A-GFP yeast,CIT2-GFP yeast,LAP4 TOR yeast,AHR act,MEP2 TOR yeast,AGP1-GFP MLPCN,proCasp3 act,proCasp7 act
CCC(C)(CC(=O)N(C)CCC#N)c1ccccc1 (configuration not stated),102,95,96,0,98,98,3,1
CCOC(=O)C1(CC2CC2)CCN(Cc2ccc(O)c(Cl)c2)CC1,96,100,96,2,104,99,-3,2
COc1ccc(CCNS(=O)(=O)CCNC(=O)c2ccccc2)cc1,91,90,97,-3,99,99,-12,5

# Of the compounds above, these contain a nitro group on carbon.
SMILES,RPL19A-GFP yeast,CIT2-GFP yeast,LAP4 TOR yeast,AHR act,MEP2 TOR yeast,AGP1-GFP MLPCN,proCasp3 act,proCasp7 act
Cc1nc([N+](=O)[O-])cn1Cc1cccc2ccccc12,98,96,90,-3,102,94,5,1
O=c1oc2ccccc2c(Nc2ccccc2O)c1[N+](=O)[O-],99,99,95,11,100,98,4,-3
CC1(C)NC(=O)N(c2ccc([N+](=O)[O-])c(C(F)(F)F)c2)C1=O,106,96,108,-1,111,100,12,8

# Additional records
SMILES,RPL19A-GFP yeast,CIT2-GFP yeast,LAP4 TOR yeast,AHR act,MEP2 TOR yeast,AGP1-GFP MLPCN,proCasp3 act,proCasp7 act
Cc1cc(=O)[nH]c(NN=C(CC(C)C)CC(C)C)n1,93,89,85,5,98,88,-5,-2
CC(C)(C)c1ccc(C(=O)N/N=C/c2ccc(OCCCF)cc2)cc1,98,93,92,1,97,91,1,4
CCn1c(N2CCN(S(=O)(=O)c3ccccc3C(F)(F)F)CC2)nc2ccccc21,95,95,104,-7,100,98,4,1
COC(=O)CNC(=O)CNC(=O)c1nn(-c2ccc(OC)c(Cl)c2)c(=O)c2ccccc12,100,95,103,1,99,101,18,0
CCCOc1cccc(-c2cc(C(=O)N/N=C/c3ccccn3)c3ccccc3n2)c1,103,94,94,x,106,93,x,x
Cc1nnc(SCC(=O)Nc2sc3c(c2C(N)=O)CCCC3)[nH]c1=O,96,89,95,4,97,98,5,-5
c1ccc(C[C@H]2CN=C(Nc3ccccc3)N2CCCC2CCCCC2)cc1,103,106,107,2,101,106,-5,-2
C=CC(=O)N1c2ccccc2Sc2ccc(NC(=O)OCC)cc21,101,111,107,15,110,104,-3,5
CC1CN(S(=O)(=O)c2ccc(C(=O)Nc3ccc(S(=O)(=O)Nc4ncccn4)cc3)cc2)CC(C)O1 (configuration not stated),104,103,101,1,105,107,-2,10
Cc1cc(NN)nc2ccc(Cl)cc12,96,93,98,14,96,99,3,-2

# A portion taken from the entries so far, for reference:
SMILES,RPL19A-GFP yeast,CIT2-GFP yeast,LAP4 TOR yeast,AHR act,MEP2 TOR yeast,AGP1-GFP MLPCN,proCasp3 act,proCasp7 act
Cc1nnc(SCC(=O)Nc2sc3c(c2C(N)=O)CCCC3)[nH]c1=O,96,89,95,4,97,98,5,-5
c1ccc(C[C@H]2CN=C(Nc3ccccc3)N2CCCC2CCCCC2)cc1,103,106,107,2,101,106,-5,-2
C=CC(=O)N1c2ccccc2Sc2ccc(NC(=O)OCC)cc21,101,111,107,15,110,104,-3,5
CC1CN(S(=O)(=O)c2ccc(C(=O)Nc3ccc(S(=O)(=O)Nc4ncccn4)cc3)cc2)CC(C)O1 (configuration not stated),104,103,101,1,105,107,-2,10
Cc1cc(NN)nc2ccc(Cl)cc12,96,93,98,14,96,99,3,-2

# Some of the entries so far, with values under each structure.
# Each structure is followed by: RPL19A-GFP yeast | CIT2-GFP yeast | LAP4 TOR yeast | AHR act | MEP2 TOR yeast | AGP1-GFP MLPCN | proCasp3 act | proCasp7 act
> CCn1c(N2CCN(S(=O)(=O)c3ccccc3C(F)(F)F)CC2)nc2ccccc21
→ 95 | 95 | 104 | -7 | 100 | 98 | 4 | 1
> COC(=O)CNC(=O)CNC(=O)c1nn(-c2ccc(OC)c(Cl)c2)c(=O)c2ccccc12
→ 100 | 95 | 103 | 1 | 99 | 101 | 18 | 0

# Carrying on.
SMILES,RPL19A-GFP yeast,CIT2-GFP yeast,LAP4 TOR yeast,AHR act,MEP2 TOR yeast,AGP1-GFP MLPCN,proCasp3 act,proCasp7 act
CN(CC1CCOCC1)C(=O)c1ccc2nc(Cc3cccc(Cl)c3)oc2c1,99,94,98,1,98,99,0,-8
CCC1CCCCN1C(=O)CSc1nc(N)cc(=O)[nH]1 (configuration not stated),101,109,89,0,103,96,2,4
CC(=O)c1c(C(C)=O)c(C)n(-c2ccc(O)cc2)c1C,96,102,104,-2,98,98,1,6
Cc1ccc(/C=N/N=C2/NC(=O)C(CC(=O)N3CCOCC3)S2)cc1 (configuration not stated),102,96,92,3,105,96,-11,-12
COc1ccc(N2C(=O)CC(N3CCN(C4CCc5ccccc5C4)CC3)C2=O)cc1 (configuration not stated),100,95,96,10,104,100,-2,-15
N/C(=N\OC(=O)c1ccccc1[N+](=O)[O-])c1ccccn1,98,84,115,1,98,93,-1,12
O=C(Cn1ncnn1)OCc1ccccc1Cl,97,111,102,-2,102,100,-2,2
COc1cccc(NC(=O)CSc2nnc(-c3cc(C)n(-c4ccccc4)c3C)o2)c1,94,94,103,-4,98,94,4,-9
